AGP1 TOR yeast – alters AGP1-GFP fluorescence in TOR pathway yeast screen. 320,000 compounds, 0.02% hits. S. cerevisiae AGP1-GFP multiplex flow cytometry, 3 h; GFP as percent of DMSO wells. GFP response vs DMSO, % at 10 µM;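 active = GFP response relative to DMSO above a set limit, near screen average plus 3 SD, cut at about 150% in these data; inconclusive = fewer than 70 cells counted for the yeast strain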;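 also: median GFP channel fluorescence of the gated AGP1 strain per well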
MEX-5 binding – C. elegans MEX-5 TCR-2 RNA binding activity. Q9XUB2. MEX-5/FITC-TCR2 RNA binding, fluorescence polarization; active compounds read low. activity score (negative = inhibition of binding), % at 10 µM. 300,000 compounds, 0.38% hits. AID 1832;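 active = inhibition past about -25% in most replicates, and total fluorescence under double the plate's negative control median, limit read from the data; inconclusive = replicates evenly split on the limit, or fluorescence at least double controls; inactive = too little inhibition in most replicates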;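 also: 0% = DMSO and -100% = 5 µM competing unlabeled TCR2 RNA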
Target sequence (Q9XUB2 whole entry, looked up): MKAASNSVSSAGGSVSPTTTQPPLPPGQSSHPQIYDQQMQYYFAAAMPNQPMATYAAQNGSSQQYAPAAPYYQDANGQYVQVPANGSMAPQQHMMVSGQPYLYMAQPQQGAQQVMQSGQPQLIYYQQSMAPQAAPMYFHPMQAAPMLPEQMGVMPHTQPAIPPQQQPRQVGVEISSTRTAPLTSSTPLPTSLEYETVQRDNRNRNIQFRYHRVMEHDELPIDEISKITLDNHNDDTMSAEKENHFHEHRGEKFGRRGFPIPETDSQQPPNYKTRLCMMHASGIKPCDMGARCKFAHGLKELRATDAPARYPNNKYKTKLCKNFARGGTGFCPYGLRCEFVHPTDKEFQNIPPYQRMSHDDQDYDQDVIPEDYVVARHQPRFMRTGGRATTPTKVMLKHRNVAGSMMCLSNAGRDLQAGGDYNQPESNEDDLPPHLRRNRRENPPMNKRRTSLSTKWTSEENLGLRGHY
GLD-1 RNA inh – GLD-1-TGE RNA interaction inhibition (C. elegans). 320,000 compounds, 0.44% hits. AID 2280. purified GLD-1 + fluorescein TGE RNA, fluorescence polarization. Q17339. inhibition, % at 5.96 µM;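 active = percent inhibition above a per-plate cutoff, the plate mean of test compounds plus 3 SD, cut at about 30% in these data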;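 also: 0% = DMSO wells with GLD-1 and probe and 100% = wells lacking GLD-1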
Target sequence (Q17339 whole entry, looked up): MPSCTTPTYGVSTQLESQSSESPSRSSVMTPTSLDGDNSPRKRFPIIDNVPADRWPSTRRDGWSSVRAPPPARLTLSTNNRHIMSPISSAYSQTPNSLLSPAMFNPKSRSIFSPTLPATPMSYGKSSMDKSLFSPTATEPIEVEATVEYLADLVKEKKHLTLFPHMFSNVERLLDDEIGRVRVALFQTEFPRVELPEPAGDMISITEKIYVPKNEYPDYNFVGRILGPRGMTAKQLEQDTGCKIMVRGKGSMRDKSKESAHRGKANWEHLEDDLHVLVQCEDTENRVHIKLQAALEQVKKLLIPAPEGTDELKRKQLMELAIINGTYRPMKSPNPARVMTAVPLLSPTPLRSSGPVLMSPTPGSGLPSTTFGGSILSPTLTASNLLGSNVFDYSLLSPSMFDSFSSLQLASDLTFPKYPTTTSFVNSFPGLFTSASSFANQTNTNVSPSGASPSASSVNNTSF
CIT2-GFP yeast – modulators of TOR pathway CIT2-GFP in S. cerevisiae. AID 2029. 320,000 compounds, 0.065% hits. GFP response vs DMSO, % at 10 µM. S. cerevisiae CIT2-GFP strain, flow cytometry, 3 h; 100 means same as DMSO wells;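 active = GFP response relative to DMSO above a set limit, near the screen mean plus 3 SD, cut at about 150% in these data; inconclusive = Fewer than 70 cells measured for a yeast strain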;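 also: ratio of well median GFP fluorescence to mean of DMSO wells on the plate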
VLA-4 inh – inhibition in a human VLA-4 binding assay; P13612; VLA-4 expressing cells, ligand binding flow cytometry; inhibition, % (about 7 µM as worked out from the volumes in the protocol); 330,000 compounds, 0.2% hits; in the data active = inhibition above about 50%
MCL1-BIM inh – disrupts human MCL1 binding to BIM-BH3 peptide; Q07820; GST-MCL1 / FITC-Bim-BH3 fluorescence polarization; inhibition, % at 10.9 µM; 320,000 compounds, 0.68% hits; AID 2057;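 active = inhibition above the mean inhibition of all tested compounds plus 3 SD, set per campaign, cut at about 40% in these data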;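 also: 0% = DMSO wells and 100% = unlabeled Bim-BH3 peptide control; higher means more loss of mP so more displacement of Bim peptide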
CR mimetic SO – lowers age-related superoxide in aged yeast cells; AID 2690; superoxide response (% of plate mean), % at 10 µM; S. cerevisiae aged cells, superoxide DHE fluorescence; active compounds read low; 330,000 compounds, 0.18% hits;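 active = superoxide response under a set limit, about three screen SD below normal, cut at about 65% in these data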;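 also: yeast aged for seven days with compound at 30 °C before DHE staining; 100% = average MFI of all compound-treated wells on the plate with controls excluded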
BCLXL inh – inhibitors of human Bcl-xL; GST-Bcl-xL / FITC-Bim BH3 peptide fluorescence polarization; Q07817; 320,000 compounds, 0.7% hits; inhibition, % at 10.9 µM;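 active = inhibition above the mean of all tested compounds plus 3 SD, cutoff set per campaign, cut at about 30% in these data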;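 also: 0% = DMSO wells and 100% = unlabeled Bim-BH3 peptide competitor; inhibitors lower millipolarization by displacing the labeled peptide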
GRK2 aptamer HTS – blocks RNA aptamer binding to human GRK2. bead flow cytometry, FAM-aptamer displacement from GRK2. inhibition of aptamer binding, % at 10 µM. 330,000 compounds, 0.59% hits. P25098. AID 488847;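 active = inhibition of aptamer binding above 40%, roughly 3 SD of noise, on plates passing a quality check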;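 also: median bead fluorescence of bound FAM aptamer so fluorescent compounds give negative values; no value below 0 was filed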
An asterisk follows results filed as active; u = inconclusive; x = not tested or not shown.

SMILES	AGP1 TOR yeast	MEX-5 binding	GLD-1 RNA inh	CIT2-GFP yeast	VLA-4 inh	MCL1-BIM inh	CR mimetic SO	BCLXL inh	GRK2 aptamer HTS
O=C(c1ccc(F)cc1F)N1CCN(c2ncccn2)CC1	95	-1.8	3	88	2	-1	92	4	4
O=[N+]([O-])c1cccc(NC(=S)N2CCOCC2)c1	93	0.5	0	94	3	3	93	3	1
CCC1CCCCN1C(=S)NC(=O)c1cccc([N+](=O)[O-])c1 (centres undefined)	108	2.7	-1	100	-21	8	112	8	2
Cc1cc(NC(=O)CSc2nc(-c3ccc(Cl)cc3)cs2)no1	103	-0.2	-6	96	2	1	85	4	1
O=C(c1ccco1)N1CCN(C(=O)C2c3ccccc3Oc3ccccc32)CC1	100	-0.7	8	97	9	-3	114	-3	9
CCN1C(=O)NC(c2cccnc2)C(C(=O)OC)=C1C (centres undefined)	99	1.3	3	104	2	1	99	5	0
O=C(Nc1ccccc1N1CCOCC1)c1ccco1	100	1.0	-3	107	3	8	97	2	1
O=C(O)C1C2C=CC(C3CC23)C1C(=O)N1CCc2ccccc21 (centres undefined)	95	-0.4	-6	101	-3	-2	115	2	0
O=C(CN1CCN(c2ccc(F)cc2)CC1)Nc1cc(C(F)(F)F)ccc1Cl	99	-2.9	1	92	9	-6	91	2	0
CCn1cc(C(=O)OCC(=O)NCc2ccc3c(c2)OCO3)c(=O)c2ccc(C)nc21	97	2.7	4	85	9	-17	94	-6	0
COCCCNC(=S)N(CCCO)Cc1cc2cc3c(cc2[nH]c1=O)OCCO3	108	0.0	-1	110	11	6	106	7	0
CCCCCCn1c(SCC(=O)OC)nc2c1c(=O)[nH]c(=O)n2C	94	-2.5	3	95	-5	8	105	5	4
CC(=O)Nc1nc(-c2ccccc2)cc(-c2ccco2)c1C#N	91	x	6	98	4	-5	103	3	80*
CN(C(=O)c1ccc2c(c1)OCO2)C1(C)CCS(=O)(=O)C1 (centres undefined)	110	-2.3	4	107	13	7	108	6	5
O=C(Nc1nnc(COc2ccccc2)s1)Nc1ccccc1F	x	-3.6	4	x	0	6	96	1	0
C=CCn1c(SCc2nc3cc(C(=O)OC)ccc3c(=O)[nH]2)nc2sc(CC)cc2c1=O	96	-2.2	-1	98	-6	6	98	6	5
CCOC(=O)CCC(=O)NCc1ccc2c(c1)cc(C)n2C	101	-3.9	31*	97	6	44*	104	38*	20
COc1cc(SC#N)ccc1N=Cc1c(C)[nH]n(-c2ccc(C)cc2)c1=O	95	-0.1	2	102	3	8	84	12	1
Cc1cc(C)cc(N(C(=O)c2ccco2)C(C(=O)NC2CCCC2)c2ccncc2)c1 (centres undefined)	93	-4.0	-7	104	-5	-7	107	-3	5
COc1cc2cnc(-c3ccccc3)c(-c3ccc(C(F)(F)F)cc3)c2cc1OC	92	x	9	102	18	4	125	-1	0
Cc1ccc(-n2nc(C(=O)O)nc2-c2ccccc2)cc1	98	3.0	-1	100	21	-2	91	9	0
O=C(CCN1CCN(c2ccccc2)CC1)Nc1ccc(OCc2ccccc2)cc1	108	-1.8	-2	108	9	7	99	3	0
Clc1ccc(C2=NNC(=NCc3ccc4c(c3)OCO4)SC2)cc1	92	x	-1	84	-3	0	100	1	0
O=C1OCC/C1=C\c1ccccc1O	x	2.0	1	102	33	3	106	0	0
CCCn1c(=O)c(C(=O)Nc2ncccc2O)c(O)c2ccccc21	100	-3.4	x	100	-8	x	92	x	0
CCC(=O)c1ccc(OCC(O)CN(C)C2CCCCC2)cc1 (centres undefined)	105	3.0	-1	113	6	8	105	-2	0
C[C@@]12C(=O)N(c3ccc(Cl)cc3)C(=O)N1[C@@H]1c3ccccc3OC[C@@H]1[C@H]2c1ccccc1	96	x	0	91	15	x	104	x	1
C=CCc1c(C)[nH]c2c(OC)cccc2c1=S	102	2.0	-5	99	17	8	94	12	2
Cc1ccc(Nc2nnc(SCC3CCCCO3)s2)cc1 (centres undefined)	95	2.4	8	100	17	-5	68	-4	1
O=C(/C=C/c1ccco1)NC(=S)Nc1ccccc1	95	0.5	5	108	1	18	101	5	2
N#CC1=C(N)Oc2cc(O)c(Cl)cc2C1c1cccnc1 (centres undefined)	103	-1.2	x	107	-4	x	106	x	0
CCN(CC)C(=O)C1CCCN(Cc2nc(-c3cccs3)no2)C1 (centres undefined)	98	1.1	5	86	2	4	106	5	0
O=C(CCN1CCCCCC1)Nc1cccc(Cl)c1	114	-0.2	-3	99	13	3	100	-4	0
O=Cc1cn(CCC(=O)O)nc1-c1cccc(Br)c1	88	0.9	-2	93	1	3	89	2	0
CCOC(=O)N1CCC(N2Cc3cccc(C(=O)NC(C)c4ccc5c(c4)OCCO5)c3C2=O)CC1 (centres undefined)	98	-0.3	0	94	-11	-6	97	1	4
COC(=O)C(=C/C(C)=C/c1cccs1)C(=O)OC	103	1.2	1	90	-6	0	92	1	0
CCOCCn1ccc2c(OCC(=O)NCc3ccccc3)cccc2c1=O	103	1.0	2	101	-2	2	96	0	1
CCOc1cc(C(=S)N2CCCC2)ccc1O	100	-2.4	0	97	12	15	97	13	0
COc1ccc(-c2cc(C(=O)N/N=C/c3ccc(OC)c(COCC(F)(F)C(F)F)c3)c3ccccc3n2)c(OC)c1	103	1.7	12	89	0	10	105	2	0
CCCCN(C(=O)CC1CCCC1)c1c(N)n(CCCC)c(=O)[nH]c1=O	95	x	9	82	10	7	126	-2	0
O=C1NC(=S)N/C1=C/c1cccc2ccccc12	99	-4.8	-3	103	-12	6	115	4	1
CC(CN1CCCCC1)OC(=O)c1ccc(Cl)cc1Cl (centres undefined)	x	4.9	14	114	-15	3	103	7	0
Cc1ccc(C)c(OC(=O)c2cncc(Br)c2)c1	83	0.2	3	113	4	3	98	3	3
COc1ccc(C(=O)c2c3ccc(OC)cc3[n+]([O-])n2Cc2ccc(C(N)=O)cc2)cc1	100	x	3	94	11	2	98	11	3
CC1Cc2ccccc2N1S(=O)(=O)c1cccs1 (centres undefined)	96	35	0	104	3	-3	100	3	0
O=C(c1ccccc1NS(=O)(=O)c1cccc2cccnc12)N1CCOCC1	105	-3.0	1	97	5	-5	106	-9	0
O=C(CNC(=O)C1CCCCC1)OCC(=O)c1ccc(F)cc1	95	x	-2	97	14	5	80	2	0
Cc1ccc(S(N)(=O)=O)cc1NC(=O)C1CC2CCC1C2 (centres undefined)	106	-0.6	2	102	16	-1	104	-1	0
Cc1cc(NC(=O)CSc2nnc(Nc3ccccc3)s2)no1	102	0.2	6	101	0	8	93	5	3
CCOC(=O)C(C)On1c(-c2cccc(Cl)c2)nc2ccc([N+](=O)[O-])cc21 (centres undefined)	93	-0.4	3	95	11	-4	132	0	0

(further entries)
SMILES	AGP1 TOR yeast	MEX-5 binding	GLD-1 RNA inh	CIT2-GFP yeast	VLA-4 inh	MCL1-BIM inh	CR mimetic SO	BCLXL inh	GRK2 aptamer HTS
CC1CCCC(N2CCN(C(=O)c3cccc(F)c3)CC2)C1 (centres undefined)	94	-1.0	3	94	30	1	103	7	0
O=C(Nc1ccccc1)n1cc(-c2ccccn2)c(N2CCOCC2)n1	99	-0.5	0	103	4	0	89	4	1
CC(C)NC(=O)C1CCN(C2CCN(C(=O)/C=C/c3cccs3)CC2)CC1	98	-1.3	0	105	x	-1	97	-1	7
Cc1nc2sc3c(c2c(=O)[nH]1)CCCC3	108	-0.2	-1	109	-8	4	108	1	1
CCCCc1ccc(/C(C)=N/Nc2cc(N3CCOCC3)nc(C)n2)cc1	89	3.3	3	99	1	5	95	0	0
CC(C)c1ccc(S(=O)(=O)N2CCN(CC(=O)Nc3ccc4c(c3)OCO4)CC2)cc1	102	x	-4	99	8	-9	91	-7	6
COCc1cc(C)nc(SCC(=O)Nc2cccc(C)c2C)c1C#N	101	-3.6	2	95	10	1	106	0	2
COc1ccc(CN2CCN(c3cccc(C)c3C)CC2)cc1OC	105	0.8	4	103	4	-1	93	4	2
COc1cc(C(=O)N/N=c2/sc3ccccc3n2C)cc(OC)c1OC	96	2.1	-14	101	-8	3	97	-2	1
C=CCn1c(CSc2nc3ccccc3s2)nnc1SCC(=O)NCc1cccnc1	x	-0.1	2	85	-1	-5	94	-6	0
COc1ccc(C(CC(=O)O)c2ccc3c(c2)OCO3)cc1 (centres undefined)	106	-0.4	-2	92	1	2	101	7	1
CC(C)N(Cc1cn[nH]c1-c1ccc(-c2ccccc2)cc1)Cc1nccn1C	107	1.1	0	92	12	7	100	1	0
CCOC(=O)C1=CC[C@H]2c3c(c4ccccc4n3C)C[C@H]1N2C	110	x	12	111	2	17	100	11	0
CCS(=O)(=O)N1CCC(c2nc(-c3ccc(C(F)(F)F)cc3)no2)CC1	94	-2.9	-2	89	-4	6	128	4	2
CC1CCCCN1C(=O)C1CC(c2ccc(F)cc2)=NO1 (centres undefined)	101	0.1	3	94	9	4	116	1	0
Clc1cccc(Cn2ncc3ccccc32)c1	98	-0.1	x	91	-30	x	103	x	2
O=C(c1c(F)c(F)c(F)c(F)c1F)N1CCc2ccccc21	110	x	2	100	4	3	101	-2	1
O=C(N/N=C\c1cc(Br)c(Br)o1)c1cncc(Br)c1	99	2.1	6	99	6	6	97	6	1
CCOC(=O)c1c(/N=C/C2C(=O)CC(C)(C)CC2=O)sc(C)c1C	99	u	-5	96	-3	1	98	0	0
CC/C=C/C(=O)N1CC2(CC(c3cccc(NC(=O)CC(c4ccccc4)c4ccccc4)c3)=NO2)C[C@@H]1C(N)=O (some centres undefined)	102	0.4	-2	98	-12	0	98	-1	4

Overlap with the part before: 3 compounds, then new ones.
SMILES	AGP1 TOR yeast	MEX-5 binding	GLD-1 RNA inh	CIT2-GFP yeast	VLA-4 inh	MCL1-BIM inh	CR mimetic SO	BCLXL inh	GRK2 aptamer HTS
O=C(N/N=C\c1cc(Br)c(Br)o1)c1cncc(Br)c1	99	2.1	6	99	6	6	97	6	1
CCOC(=O)c1c(/N=C/C2C(=O)CC(C)(C)CC2=O)sc(C)c1C	99	u	-5	96	-3	1	98	0	0
CC/C=C/C(=O)N1CC2(CC(c3cccc(NC(=O)CC(c4ccccc4)c4ccccc4)c3)=NO2)C[C@@H]1C(N)=O (some centres undefined)	102	0.4	-2	98	-12	0	98	-1	4
O=[N+]([O-])c1cc(Cc2ccccc2)cc(C=Nc2ccc(N3CCOCC3)cc2)c1O	94	x	5	66	-37	27	85	29	9
Cn1nc(-c2ccccc2)c(COC(=O)c2cccc(Cl)c2)c1S(=O)(=O)c1ccccc1	107	3.5	-7	101	2	0	120	-3	1
Cn1cnnc1SCc1ccc(-c2ccc(Br)cc2)o1	101	1.4	-7	100	-1	2	108	1	1
Cc1ccc2c(c1)-n1c(nc3cc(Cl)ccc3c1=O)C(Cc1ccccc1)NC2=O (centres undefined)	106	x	7	101	6	x	97	x	0
CCc1c(C)c(C#N)c2nc3ccccc3n2c1NCCOC	90	-10	6	95	1	-3	99	-2	0
O=C(CCCCCN1C(=O)[C@@H]2Cc3ccccc3CN2C1=O)Nc1ccccc1Cl	102	-0.7	2	104	4	8	82	6	2
COc1cc(SC)ccc1C(=O)NCC1CCCO1 (centres undefined)	107	-0.8	3	94	6	3	104	5	1
Cc1ccc2c(c1)nnn2C1CCN(CC(=O)Nc2ccc3c(c2)OCCO3)CC1	106	0.9	8	102	12	-3	93	-1	1

Bioassay records deposited in PubChem by several laboratories.
